JMJD2A Tudor inh – inhibitors of human JMJD2A Tudor domain; 390,000 compounds, 4.4% hits; O75164; Potency, µM (series often up to 114 µM), inactives show at the top dose activity change, negative = inhibition, hits mostly inhibitors; AlphaScreen JMJD2A-Tudor / H3K4me3 peptide binding; note: % is set by controls: 0 for no effect and ±100 for the full control effect; nearly all actives have a fitted effect of over 50% in size
Target sequence (O75164 whole entry, looked up, the tested form may be a part): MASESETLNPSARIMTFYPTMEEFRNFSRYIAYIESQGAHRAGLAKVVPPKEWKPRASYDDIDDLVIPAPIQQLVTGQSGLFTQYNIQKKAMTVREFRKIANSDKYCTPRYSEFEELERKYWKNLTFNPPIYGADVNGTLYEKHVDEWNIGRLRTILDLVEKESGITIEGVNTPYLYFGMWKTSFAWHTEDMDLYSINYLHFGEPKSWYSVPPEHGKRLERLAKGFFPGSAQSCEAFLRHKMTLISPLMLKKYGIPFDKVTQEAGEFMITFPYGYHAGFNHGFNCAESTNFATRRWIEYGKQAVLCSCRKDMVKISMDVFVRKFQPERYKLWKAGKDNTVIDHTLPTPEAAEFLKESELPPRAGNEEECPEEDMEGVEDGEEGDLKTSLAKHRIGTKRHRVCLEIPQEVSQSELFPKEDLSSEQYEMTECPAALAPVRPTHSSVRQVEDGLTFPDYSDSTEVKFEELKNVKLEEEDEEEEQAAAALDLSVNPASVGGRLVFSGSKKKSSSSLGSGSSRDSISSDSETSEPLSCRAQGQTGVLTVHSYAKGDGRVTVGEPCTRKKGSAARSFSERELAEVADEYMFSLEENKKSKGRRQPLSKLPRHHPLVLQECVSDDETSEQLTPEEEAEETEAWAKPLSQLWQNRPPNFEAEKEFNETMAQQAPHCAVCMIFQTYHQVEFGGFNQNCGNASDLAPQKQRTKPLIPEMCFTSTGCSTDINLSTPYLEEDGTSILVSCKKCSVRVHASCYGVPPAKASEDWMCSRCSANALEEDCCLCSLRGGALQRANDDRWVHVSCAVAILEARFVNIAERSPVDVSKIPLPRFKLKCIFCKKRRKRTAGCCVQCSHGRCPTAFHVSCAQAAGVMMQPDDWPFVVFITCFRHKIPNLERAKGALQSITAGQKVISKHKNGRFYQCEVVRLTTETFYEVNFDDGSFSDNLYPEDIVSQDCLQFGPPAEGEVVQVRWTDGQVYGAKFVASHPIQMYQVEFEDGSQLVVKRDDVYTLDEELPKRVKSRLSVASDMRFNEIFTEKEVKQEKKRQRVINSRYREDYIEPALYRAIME
G9a inh – blocks human histone lysine methyltransferase G9a. Q96KQ7. G9a H3K9 monomethylation, AlphaScreen, 2 h. Potency, µM (doses to about 102 µM), without a hit: at the highest dose activity, negative = inhibition, hits mostly inhibitors. 350,000 compounds, 8.8% hits. AID 504332; note: % is set by controls: 0 for no effect and ±100 for the full control effect; nearly all actives have a fitted effect of over 75% in size
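Step 1: enzyme (final 20 nM) with compound, 15 min RT. Step 2: substrate peptide 500 nM and SAM 20 uM, 2 h RT. Step 3: anti-H3K9me1 antibody and AlphaScreen beads, 10 min, then plate read.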
APE1 inh – APE1 (human) endonuclease inhibition. recombinant APE1, TAMRA/BHQ-2 abasic DNA cleavage fluorescence. Potency, µM (top dose mostly 65.8 µM), for inactives: at the highest dose activity change, negative = inhibition, actives largely listed as inhibitors. 350,000 compounds, 0.35% hits;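 note: plate controls were vehicle for no effect and reference inhibitor for full effect; nearly all actives have a fitted effect of over 55% in size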
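APE1 at 0.75 nM final was preincubated with compound 15 min at room temperature, then 50 nM double-stranded THF abasic-site substrate (5'-TAMRA/3'-BHQ-2) was added. Fluorescence (ex 525/em 598 nm) was read kinetically; third-minus-first read gave activity.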
Pol beta inh – blocks human DNA polymerase beta activity; P06746; Pol beta primer extension/strand displacement, fluorescence kinetic; Potency, µM (top dose mostly 114 µM), for inactives: at the top dose activity change, negative = inhibition, most hits filed as inhibitors; 340,000 compounds, 1.3% hits; note: % is set by controls: 0 for no effect and ±100 for the full control effect
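Human Pol beta at 10 nM; strand-displacement substrate 50 nM final. Compound exposure 15 min at room temperature before start, reaction 10 min at room temperature.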
POLI inh – inhibitors of human DNA polymerase iota | Q9UNA4 | Pol iota fluorescent replication assay, 10 min | Potency, µM (series often up to 115 µM), for inactives: at the top dose activity, negative = inhibition, hits mostly inhibitors | 390,000 compounds, 1% hits
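Fluorescent replication assay read twice, at 0 min and 10 min after adding 50 nM (final) substrate. Enzyme (10 nM) and compounds were first incubated 15 min at room temperature; enzyme-free buffer wells were negative controls.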
BLM inh – Bloom syndrome helicase (human) inhibition. P54132. recombinant BLM DNA unwinding, fluorescence dequenching. Potency, µM (series often up to 56.1 µM), without a hit: at the top dose activity change, negative = inhibition, most hits filed as inhibitors. 350,000 compounds, 0.2% hits. AID 2528;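 note: plate controls were vehicle for no effect and no enzyme for full effect; nearly all actives have a fitted effect of over 35% in size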
Pol kappa inh – blocks human DNA polymerase kappa activity; purified Pol kappa, fluorescent DNA synthesis assay, 10 min; Potency, µM (titrated, usually from 107 µM), without a hit: at the highest dose activity, negative = inhibition, actives largely listed as inhibitors; 400,000 compounds, 0.53% hits; AID 588579; note: % is set by controls: 0 for no effect and ±100 for the full control effect
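Fluorescent qHTS in 1536-well format: enzyme (10 nM) and compound sat 15 min at room temperature before 50 nM substrate (final) was added. Signal taken at 0 and 10 min; no-enzyme buffer wells were negative controls.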
Pol eta inh – inhibitors of human DNA polymerase eta; 390,000 compounds, 1.2% hits; Q9Y253; recombinant Pol eta, fluorescent DNA replication assay; Potency, µM (highest dose often 114 µM), for inactives: top-dose activity change, negative = inhibition, most hits filed as inhibitors; note: % is set by controls: 0 for no effect and ±100 for the full control effect
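Pol eta (10 nM) was preincubated with compounds for 15 min at room temperature, after which fluorescent replication substrate (50 nM final) was added to start the reaction. Fluorescence was read kinetically at 0 and 10 min.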
BAZ2B block – inhibitors of human BAZ2B bromodomain; 360,000 compounds, 4.4% hits; AlphaScreen BAZ2B-H3K14Ac peptide displacement; AID 504333; Potency, µM (doses to about 114 µM), for inactives: at the highest dose activity change, negative = inhibition, actives largely listed as inhibitors; note: % is set by controls: 0 for no effect and ±100 for the full control effect; nearly all actives have a fitted effect of over 60% in size
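In this displacement format the biotinylated H3(5-23) peptide acetylated at Lys14 serves as ligand at 50 nM, with BAZ2B at 50 nM in PBS pH 7.4 containing 0.01% Tween-20. Donor and acceptor beads are 10 ug/mL final.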
* hit, by the source's call; ? = inconclusive; . = not tested or not shown; & = joins results of further samples; [ ] = another dose, or the depositor's remark. Calls come from the whole dose curve; as a rule, active = well fitted curve in the direction sought with a large enough effect; inconclusive = small, poorly fitted or top-dose-only effect, or another doubt; inactive = no such curve, though single readings can be large; an effect the other way counts as inactive or inconclusive. Potency is the fitted concentration of half-maximal effect. These rows are one share of the data (hit frequency here may not be typical).

SMILES	JMJD2A Tudor inh	G9a inh	APE1 inh	Pol beta inh	POLI inh	BLM inh	Pol kappa inh	Pol eta inh	BAZ2B block
CC(C)Oc1ccccc1-c1cc(C(=O)N/N=C/c2cccnc2)c2ccccc2n1	-26%	6%	11%	-2%	34%[activator]	-2%	-4%	-27%	-24%
COc1ccc(C(=O)NCCS(=O)(=O)N(C)Cc2ccccc2)cc1	1%	?	19%	.	18%	.	-7%	-2%	11%
COc1ccccc1CN1CCN(Cc2nc(-c3ccccc3)no2)CC1	-19%	3%	6%	0%	28%	5%	7%	-15%	8%
Cc1ccc(S(=O)(=O)N(CC(=O)Nc2ccc(Cl)cc2)C(=O)N2CCN(C)CC2)cc1	-9%	?	2%	.	-4%	.	-1%	-14%	7%
CCC(=O)Nc1ccc2c(c1)nc(CCN1CCN(C)CC1)n2C	-14%[57.1 µM]	24%	-2%	-8%	12%	0%	-2%	-8%	-1%
COc1ccc(S(=O)(=O)N2CCN(C)CC2)cc1NC(=O)c1ccccc1C	-16%	6%	17%	-15%	19%	-2%	-10%	0%	-13%
Cc1ccc(NC(=O)CCCCCN2C(=O)[C@@H]3Cc4ccccc4CN3C2=O)c(C)c1	-16%	11%	4%	11%	40%[activator]	1%	-9%	-18%	-1%
CC(C)(C)C(=O)Nc1cccc(-c2ccc[nH]2)n1	-28%	.	.	.	9%	.	-13%	-20%	.
O=C(N[C@@H](Cc1ccccc1)C(=O)OCc1ccccc1)c1nc[nH]c1C(=O)N1CCc2ccccc2C1	-35%	-16%[59 µM]	-10%	-23%	-6%	-14%	-29%	-18%	-14%
O=S(=O)(c1cc(Cl)c(Cl)cc1Cl)N1CCN2CCCC2C1 (stereo unspecified)	-29%	.	-5%	9%	11%	-1%	11%	-10%	-32%
CCN(CC)c1ccc(/C=C2\NC(=O)NC2=O)cc1	-16%	-17%	9%	22%	26%	-1%	-3%	-18%	-4%
O=C(COC(=O)c1cccc(NS(=O)(=O)c2ccc(F)c(F)c2)c1)NC(=O)NC1CCCCC1	-23%	-11%[59 µM]	14%	3%	-18%	-9%	-10%	-29%	-7%
CN(CC(=O)Nc1ccccc1C(F)(F)F)C(=O)CSc1nnnn1C	2%	7%	2%	-2%	20%	0%	7%	-7%	-2%
CCCCn1nc(NC(=O)c2cccc(Cl)c2)c2cc3ccc(C)cc3nc21	-8%	1%[59 µM]	.	17%	0%	-3%	-1%	-2%	2%
Cc1ccc(S(=O)(=O)Nc2nc3ccccc3nc2NCC2CCCO2)cc1C (stereo unspecified)	0%	-1%[12.7 µM]	1%	0%	7%	-1%	-7%	0%	7%
COc1ccccc1CN1CC(C(=O)NCc2ccc(SC)cc2)CCC1=O (stereo unspecified)	-15%	25%	1%	-15%	17%	-2%	-4%	-20%	-15%
CC(C)n1cc2c(N)ncnc2n1	0%	.	.	.	75%[activator]	.	-1%	-9%	.
COc1ccc(-c2cc(C(=O)Nc3cc(Cl)ccc3O)no2)cc1	-26%	1%	30%	-5%	4%	-9%	-16%	-10%	0%
N#Cc1ccccc1OCc1nnc(-c2ccccc2Br)o1	1%	30%[activator]	-11%	-17%	26%	0%	-4%	-6%	0%
CCn1c(=O)n(CC(=O)NC2CCCC(C)C2C)c(=O)c2ccccc21 (stereo unspecified)	-8%	2%[12.7 µM]	-1%	-3%	9%	-1%	-8%	-3%	-12%
CS(=O)(=O)N(CC(=O)N1CCOCC1)c1cc(C(F)(F)F)ccc1Cl	-7%	?	13%	-7%	-5%	-4%	1%	-23%	6%
COc1ccc(CC(=O)OCc2nnc(-c3ccccc3)o2)cc1	15%	16%	1%	22%	21%	1%	0%	-7%	28%
Cc1ccc(CNC(=O)C2CCCN2C(=O)NCc2ccccc2)cc1 (stereo unspecified)	2%[57.1 µM]	2%[12.7 µM]	-6%	18%	19%	1%	0%	-9%	13%
COc1ccc(CCN(C)C(=O)C2CC(=O)N(Cc3ccc(C)cc3)C2)cc1OC (stereo unspecified)	-3%	0%[59 µM]	-7%	.	7%	.	-2%	1%	4%

Reformatted: entries from further up
Second line of a record: JMJD2A Tudor inh	G9a inh	APE1 inh	Pol beta inh	POLI inh	BLM inh	Pol kappa inh	Pol eta inh	BAZ2B block
CCCCn1nc(NC(=O)c2cccc(Cl)c2)c2cc3ccc(C)cc3nc21
    -8%	1%[59 µM]	.	17%	0%	-3%	-1%	-2%	2%
Cc1ccc(S(=O)(=O)Nc2nc3ccccc3nc2NCC2CCCO2)cc1C (stereo unspecified)
    0%	-1%[12.7 µM]	1%	0%	7%	-1%	-7%	0%	7%
COc1ccccc1CN1CC(C(=O)NCc2ccc(SC)cc2)CCC1=O (stereo unspecified)
    -15%	25%	1%	-15%	17%	-2%	-4%	-20%	-15%
CC(C)n1cc2c(N)ncnc2n1
    0%	.	.	.	75%[activator]	.	-1%	-9%	.
COc1ccc(-c2cc(C(=O)Nc3cc(Cl)ccc3O)no2)cc1
    -26%	1%	30%	-5%	4%	-9%	-16%	-10%	0%
N#Cc1ccccc1OCc1nnc(-c2ccccc2Br)o1
    1%	30%[activator]	-11%	-17%	26%	0%	-4%	-6%	0%
CCn1c(=O)n(CC(=O)NC2CCCC(C)C2C)c(=O)c2ccccc21 (stereo unspecified)
    -8%	2%[12.7 µM]	-1%	-3%	9%	-1%	-8%	-3%	-12%

(continued)
SMILES	JMJD2A Tudor inh	G9a inh	APE1 inh	Pol beta inh	POLI inh	BLM inh	Pol kappa inh	Pol eta inh	BAZ2B block
CCOc1ccc(N(C(=O)OC(C)(C)C)C(=O)c2ccc(O[Si](C)(C)C(C)(C)C)cc2)c(I)c1	-23%	.	-1%	.	-6%	-6%	-14%	.	.
O=C(NCc1ccco1)C(c1ccco1)N(CCc1ccccc1)C(=O)Cn1nnc2ccccc21 (stereo unspecified)	-30%[11.4 µM]	-12%	-1%	0%	5%	-7%	-16%	-14%	-33%
CCCS(=O)(=O)N1CCN(C(=O)COc2ccccc2)CC1	-1%	27%	-2%	2%	8%	0%	-15%	-12%	-1%
COc1ccc(NC(=O)CN2C(=O)COc3ccc(C)cc32)c(OC)c1	-7%	-2%	34%	0%	120%[activator]	-9%	-1%	2%	-8%
COc1ccc(C(=O)C(CCCCC(CN(C)C)C(=O)c2ccc(OC)cc2)CN(C)C)cc1 (stereo unspecified)	-8%	?	-5%	42%	-11%	-2%	-7%	-8%	0%[57.1 µM]
Cc1ccc2c(c1)N(CCC(=O)NCCCN1CCCC1)C(=O)CO2	-3%	?	19%	3%	44%[activator]	-1%	9%	-16%	4%
O=C(Cn1cnc2c(NCc3ccccc3)ncnc21)NCC1CCCO1 (stereo unspecified)	-7%	.	-4%	.	?	.	-9%	-7%	.
CCOc1cc(C)c(S(=O)(=O)NC2CC(C)(C)NC(C)(C)C2)cc1C	-8%	11%[59 µM]	1%	19%	10%	2%	5%	-9%	-8%
Clc1ccccc1-c1nnc(-c2cccs2)o1	9%	7%	-2%	0%	11%	2%	1%	-7%	24%
CCOCc1c(C(=O)N2CCN(CCOc3ccc(Cl)cc3)CC2)oc2ccccc12	-11%	-33%	-13%	.	7%	.	-17%	?	4%
O=C(CN1C(=O)NC2(CCCC2)C1=O)N1CCN(C(=O)c2ccco2)CC1	-10%	5%[59 µM]	14%	-2%	8%[58.9 µM]	-1%	-22%	-10%	-7%
CCOC(=O)C(C)NC(=O)c1cc2c(=O)[nH]c3ccc(C)cc3c2s1 (stereo unspecified)	1%	-3%[59 µM]	.	-27%	21%	-1%	-6%	-13%	6%

The final 2 compounds of the part above lead into the next.
SMILES	JMJD2A Tudor inh	G9a inh	APE1 inh	Pol beta inh	POLI inh	BLM inh	Pol kappa inh	Pol eta inh	BAZ2B block
O=C(CN1C(=O)NC2(CCCC2)C1=O)N1CCN(C(=O)c2ccco2)CC1	-10%	5%[59 µM]	14%	-2%	8%[58.9 µM]	-1%	-22%	-10%	-7%
CCOC(=O)C(C)NC(=O)c1cc2c(=O)[nH]c3ccc(C)cc3c2s1 (stereo unspecified)	1%	-3%[59 µM]	.	-27%	21%	-1%	-6%	-13%	6%
Cc1cc(C(=O)NC(C)CCc2ccccc2)ccc1[N+](=O)[O-] (stereo unspecified)	-24%	-40%[0.501 µM]	24%	0%	23%	-10%	1%	1%	-8%
O=C(c1ccc(CN2CCc3ccccc3C2)cc1)N1CCc2ccccc2C1	-8%	.	1%	27%	2%	0%	-2%	-9%	0%
COc1cccc(NC(=O)CCNS(=O)(=O)c2ccc(Br)s2)c1	-2%&4%	?	-9%	50%&13%	52%[activator]	0%&-5%	?	-10%&-3%	12%&-1%
CNCC(=O)Nc1ccc(Cl)c(C(F)(F)F)c1	-16%	-31%	1%	7%	-3%	-13%	-13%	-11%	-15%
Cc1nc2ccc(S(=O)(=O)NC(CC(C)C)C(=O)N3CCN(c4ccc(F)cc4)CC3)cc2s1 (stereo unspecified)	-7%	-40%[59 µM]	.	11%	8%	-7%	-4%	0%	-10%
Cc1cc(NS(=O)(=O)c2ccc(NC(=O)c3c(F)c(F)c(F)c(F)c3F)cc2)nc(C)n1	-7%	7%	4%	?	-1%	0%	-10%	-5%	-3%
COc1ccccc1CCC(=O)N(CCC1=CCCCC1)c1c(N)n(Cc2ccccc2)c(=O)[nH]c1=O	-14%	50µM*	0%	.	17%	.	-16%	3%	5%
CCCN1C(=O)c2oc3cc(C)cc(C)c3c(=O)c2C1c1ccc(F)cc1 (stereo unspecified)	-9%	6%[59 µM]	.	25%	1%	1%	-5%	.	-4%
COc1ccccc1N1CCN(CCN2C(=O)C3CCCN3C2=O)CC1 (stereo unspecified)	-27%	20%[0.501 µM]	0%	52%	38%[activator]	4%	-2%	-9%	3%

3 compounds out of the list, ordered by length of the SMILES, descending.
SMILES	JMJD2A Tudor inh	G9a inh	APE1 inh	Pol beta inh	POLI inh	BLM inh	Pol kappa inh	Pol eta inh	BAZ2B block
Cc1nc2ccc(S(=O)(=O)NC(CC(C)C)C(=O)N3CCN(c4ccc(F)cc4)CC3)cc2s1 (stereo unspecified)	-7%	-40%[59 µM]	.	11%	8%	-7%	-4%	0%	-10%
CCCN1C(=O)c2oc3cc(C)cc(C)c3c(=O)c2C1c1ccc(F)cc1 (stereo unspecified)	-9%	6%[59 µM]	.	25%	1%	1%	-5%	.	-4%
COc1cccc(NC(=O)CCNS(=O)(=O)c2ccc(Br)s2)c1	-2%&4%	?	-9%	50%&13%	52%[activator]	0%&-5%	?	-10%&-3%	12%&-1%

High-throughput results: PubChem, National Center for Advancing Translational Sciences (NCATS)
